Compound activity (PubChem)
L3MBTL1 block: L3MBTL1 (human) inhibition. AlphaScreen L3MBTL1–H3K9me1 peptide binding. 230,000 tested, 0.66% active. Potency, µM (titrated, usually from 57.1 µM), without a hit: top-dose activity, negative = inhibition, hits mostly inhibitors; note: nearly all actives have a fitted effect of over 60% in size
Target sequence (Q9Y468 whole entry, looked up): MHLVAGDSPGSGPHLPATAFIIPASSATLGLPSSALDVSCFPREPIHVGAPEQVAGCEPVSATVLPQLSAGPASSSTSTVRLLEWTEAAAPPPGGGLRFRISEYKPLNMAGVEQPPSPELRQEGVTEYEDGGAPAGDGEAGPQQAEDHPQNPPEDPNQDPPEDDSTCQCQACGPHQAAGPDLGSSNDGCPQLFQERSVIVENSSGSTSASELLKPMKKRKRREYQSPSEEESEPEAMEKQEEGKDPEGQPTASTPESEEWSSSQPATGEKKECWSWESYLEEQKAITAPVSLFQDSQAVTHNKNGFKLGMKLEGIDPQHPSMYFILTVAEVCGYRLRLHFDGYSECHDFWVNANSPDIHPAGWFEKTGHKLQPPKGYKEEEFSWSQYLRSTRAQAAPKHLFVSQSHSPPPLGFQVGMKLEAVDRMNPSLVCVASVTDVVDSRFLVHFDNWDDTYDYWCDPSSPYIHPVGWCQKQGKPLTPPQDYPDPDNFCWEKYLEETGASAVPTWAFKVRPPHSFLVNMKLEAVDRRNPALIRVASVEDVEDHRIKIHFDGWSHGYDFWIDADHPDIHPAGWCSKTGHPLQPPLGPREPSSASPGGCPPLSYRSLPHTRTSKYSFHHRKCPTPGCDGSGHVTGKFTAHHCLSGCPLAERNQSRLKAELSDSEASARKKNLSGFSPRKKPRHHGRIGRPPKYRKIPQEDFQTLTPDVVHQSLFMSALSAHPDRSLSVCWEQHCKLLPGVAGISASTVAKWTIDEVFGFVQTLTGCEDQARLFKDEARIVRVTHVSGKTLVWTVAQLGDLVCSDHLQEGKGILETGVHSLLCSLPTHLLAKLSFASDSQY
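L3MBTL1 (50 nM) pre-complexed 30 min with biotinylated H3(1-15)K9me1 peptide (75 nM), then compounds added for 30 min at room temperature; AlphaScreen streptavidin donor/nickel chelate acceptor beads (10 ug/mL final) read after 30 min dark incubation.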
GAA glycogen: alters human alpha-glucosidase cleavage of glycogen. P10253. recombinant GAA, glycogen substrate, Amplex Red glucose oxidase fluorescence. Potency, µM (series often up to 76.4 µM), for inactives: at the highest dose activity change, negative = inhibition, most hits filed as inhibitors. 300,000 tested, 0.38% active. AID 2100;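 note: 0% = full enzyme reaction and -100% = no-enzyme basal signal; the screen sought inhibitors and activators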
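qHTS, 1536-well; enzyme 4 nM final; cpd up to 77 uM; substrate bovine liver glycogen 30 ug; 50 mM citrate/phosphate pH 5.0, 0.01% Tween-20; 37 C, 40 min; Amplex Red detection 45 min RT; Hill fit → AC50.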
* marks the source's active call; other numbers are inactive results; ? = inconclusive; & = joins results of further samples; [ ] = dose if it differs, or a comment. Calls come from the whole dose curve; as a rule, active = well fitted curve in the direction sought with a large enough effect; inconclusive = small, poorly fitted or top-dose-only effect, or another doubt; inactive = no such curve, though single readings can be large; an effect the other way counts as inactive or inconclusive. Unless noted, % is set by controls: 0 for no effect and ±100 for the full control effect; potency is the fitted concentration of half-maximal effect.

item	structure	L3MBTL1 block	GAA glycogen
1	Oc1ccc(C(=S)N2CCCC2)cc1	10%	3%[76.3 µM]
2	CCOC(=O)N1CCN(C(=O)c2ccc(N(Cc3ccc(Cl)cc3)S(C)(=O)=O)cc2)CC1	-4%	1%[76.3 µM]
3	O=C(NCc1ccccc1Cl)c1nnc(CS(=O)(=O)c2ccccc2)o1	8%	13%[76.3 µM]
4	COc1ccc(C(=O)NN=C2CCCC2)cc1	0%	3%[76.3 µM]
5	COc1cccc(-c2cc(C(=O)N3CCN(S(=O)(=O)c4ccccc4)CC3)[nH]n2)c1	-2%	-9%[76.3 µM]
6	COc1cc(-c2noc(C)c2C#Cc2nccn2C)cc(OC)c1OC	-1%	9%[76.3 µM]
7	O=C(/C=C/c1ccc2c(c1)OCO2)NC1CCCC1	-1%[2.29 µM]	15%[76.3 µM]
8	CCCOc1ccc(C2NC(=O)CCC2[N+](=O)[O-])cc1 (stereo unspecified)	7%	-3%[76.3 µM]
9	N=C1/C(=C\c2ccc(OC(=O)c3ccc(F)cc3)cc2)C(=O)N=C2SC(N3CCCC3)=NN12	?	0%[76.3 µM]
10	Cc1nnc(Nc2ccc(S(N)(=O)=O)cc2)c2ccccc12	1%	5%[76.3 µM]
11	CNC(=O)CSc1nnc(-c2ccco2)n1-c1cccc(OC)c1	-2%	0%[76.3 µM]
12	CCOCCCNC(=O)c1ccc(OC)c(OC2CCN(C(C)C)CC2)c1	2%	-10%[76.3 µM]
13	CCc1cc(=O)oc2cc(OC(C)C(=O)NCC3CCC(C(=O)O)CC3)c(Cl)cc12 (stereo unspecified)	0%	-1%[76.3 µM]
14	CCOC(=O)C(Cc1c[nH]c2ccccc12)NC(=O)c1ccccc1Br (stereo unspecified)	-1%	-14%[76.3 µM]
15	COc1ccc(CN2CCC(C(=O)c3ccc(Cl)cc3)CC2)cc1	-3%	-3%[76.3 µM]
16	CCCOc1cccc(C(=O)Nc2cccc3ncccc23)c1	-3%	0%[76.3 µM]
17	Cn1c(=O)c(C(=O)NCCc2ccc(Cl)cc2)c(O)c2ccccc21	-2%	-9%[76.3 µM]
18	CN1C(=O)c2cccc3c(S(N)(=O)=O)ccc1c23	-5%	12%[76.3 µM]
19	CN(CC1CCCN(CCc2ccc(F)cc2)C1)C(=O)CCC(N)=O (stereo unspecified)	5%	-6%[76.3 µM]
20	CCOc1ccc(C(=O)CCCC(=O)c2ccc(OCC)cc2)cc1	3%	-3%[76.3 µM]
21	COC(=O)C1=NN(C(=O)c2ccccc2)C(O)(c2ccc([N+](=O)[O-])cc2)C1 (stereo unspecified)	-6%	-13%[76.3 µM]
22	O=C(O)C1C2CCC(O2)C1C(=O)Nc1ccc(F)c(Cl)c1 (stereo unspecified)	-5%	12%[76.3 µM]
23	CC(C)C[C@@H](CC#N)N1CCN(Cc2ccccc2)CCC1=O	5%	14%[76.3 µM]
24	COc1ccc(S(=O)(=O)N(C)CC(=O)N2CCCCCC2)cc1	-5%	-3%[76.3 µM]
25	Cc1ccc(C)c(N(CC(=O)N2CCCC2)S(C)(=O)=O)c1	47%[activator]	-6%[76.3 µM]
26	COc1cc2c(cc1C1C(C#N)=C(N)OC3=C1C(=O)CC(C)(C)C3)OCO2 (stereo unspecified)	-1%[2.29 µM]	0%[76.3 µM]
27	Cc1ccc(Cl)cc1N(CC(=O)NC(C)c1ccccc1)S(C)(=O)=O (stereo unspecified)	2%	3%[76.3 µM]
28	COc1ccc(CCNC(=O)C(=O)NCC2OCCN2S(=O)(=O)c2ccc(OC)c(C)c2)cc1 (stereo unspecified)	-6%	-12%[76.3 µM]
29	O=C(O)CCCCCCCCc1cn(Cc2ccc(C(=O)c3ccccc3)cc2)nn1	5%	7%[76.3 µM]
30	CCOC(=O)c1sc(NC(=O)CCc2ccccc2)nc1C	-9%	-1%[76.3 µM]

Given with two lines to a compound: entries from further up.
Second line of a record: L3MBTL1 block | GAA glycogen
25) Cc1ccc(C)c(N(CC(=O)N2CCCC2)S(C)(=O)=O)c1
 : 47%[activator] | -6%[76.3 µM]
26) COc1cc2c(cc1C1C(C#N)=C(N)OC3=C1C(=O)CC(C)(C)C3)OCO2 (stereo unspecified)
 : -1%[2.29 µM] | 0%[76.3 µM]
27) Cc1ccc(Cl)cc1N(CC(=O)NC(C)c1ccccc1)S(C)(=O)=O (stereo unspecified)
 : 2% | 3%[76.3 µM]
28) COc1ccc(CCNC(=O)C(=O)NCC2OCCN2S(=O)(=O)c2ccc(OC)c(C)c2)cc1 (stereo unspecified)
 : -6% | -12%[76.3 µM]
29) O=C(O)CCCCCCCCc1cn(Cc2ccc(C(=O)c3ccccc3)cc2)nn1
 : 5% | 7%[76.3 µM]

Later entries:
item	structure	L3MBTL1 block	GAA glycogen
31	Cc1cc(N2CCN(C(=O)Nc3ccccc3C#N)CC2)c2ccccc2n1	-5%	-11%[76.3 µM]
32	CC1CCN(C(=O)c2[nH]cnc2C(=O)N[C@@H](Cc2ccccc2)C(=O)OC(C)(C)C)CC1	6%	-14%[76.3 µM]
33	COc1cccc(NC(=O)CSc2nc3ccccc3c(=O)n2C)c1	-6%	-25%[76.3 µM]
34	O=C(CCC(=O)N1CCOc2ccccc21)NCCCc1ccccc1	8%	0%[76.3 µM]
35	Cc1ccc(NC(=O)CN2C(=O)c3ccccc3C2=O)c(C)c1	-1%	23%[76.3 µM]
36	CCOC(=O)N1CCN(C(=O)C2CCN(c3nnc(-n4cccc4)s3)CC2)CC1	2%	17%[76.3 µM]
37	COc1cccc(NC(=O)Cc2ccc3ccccc3c2)c1	4%	12%[76.3 µM]
38	Cc1ccc(CC(=O)NC2CCN(Cc3ccccc3)CC2)cc1	-1%	-7%[76.3 µM]
39	COc1cccc(CNC(=O)CCC(=O)N2CCSc3ccccc32)c1OC	0%	-13%[76.3 µM]
40	CCN1CCN(c2nc3c(c(=O)[nH]c(=O)n3C)n2Cc2ccccc2)CC1	-2%	0%[76.3 µM]
41	O=C(Nc1cccnc1)OCc1ccccc1	3%	8%[76.3 µM]
42	NC(=O)c1c(NC(=O)c2ccccc2)sc2c1CCN(Cc1ccccc1)C2	3%	18%[76.3 µM]
43	O=C(O)c1ccc(Cl)c(NCc2ccncc2)c1	36%[activator]	1%[76.3 µM]
44	CC(=O)NCCc1nc2cc(NS(=O)(=O)c3ccc(Cl)cc3)ccc2n1C	4%	-5%[76.3 µM]
45	Cc1ccc(C)c(N2CCN(C(=O)C3CCC3)CC2)c1	8%	15%[76.3 µM]
46	C=CCc1c(C)nc2cc(-c3ccccc3)[nH]n2c1=O	2%	-7%[76.3 µM]
47	Cc1cccc(NC(=O)CN(C2=NC3CS(=O)(=O)CC3S2)c2ccccc2F)c1 (stereo unspecified)	4%	9%[76.3 µM]
48	N#Cc1ccccc1-c1ccccc1C(=O)N1CCCCC1	1%	-2%[76.3 µM]
49	COC(=O)C1=C(C)N(CC2CC2)C(=NCc2cc(OC)c(OC)c(OC)c2)N[C@H]1c1ccccc1	5%	2%&9%[76.3 µM]
50	Cc1ccc2[nH]cc(CCNS(=O)(=O)c3ccc(F)cc3)c2c1	-4%	-2%[76.3 µM]
51	COc1ccc(CC(C)N2CCN(Cc3ccccc3)CC2)cc1OC (stereo unspecified)	3%	-3%[76.3 µM]
52	CCCc1cc(=O)oc2c3c(cc(OCC(=O)NCc4ccncc4)c12)OC(C)(C)CC3	-4%	12%[76.3 µM]
53	CCOc1cc(C(=S)N2CCCC2)ccc1OCc1ccccc1	-10%	3%[76.3 µM]
54	NS(=O)(=O)c1cccc(NC(=O)c2cccc3c(Br)cccc23)c1	0%	11%[76.3 µM]
55	CC(C)CC(=O)Nc1ccc(S(=O)(=O)Nc2nccs2)cc1	4%	-5%[76.3 µM]
56	COc1ccc(Nc2nnc(C)c3ccccc23)cc1	7%	6%[76.3 µM]
57	N#CN/C(=N\S(=O)(=O)c1ccccc1)c1ccccc1	4%	-3%[76.3 µM]
58	COc1ccc(C(=S)N2CCCC2)cc1Br	6%	-13%[76.3 µM]
59	CCn1c(/C=C/c2ccccc2F)nc2ccccc2c1=O	3%	-16%[76.3 µM]
60	CCCCNC(=O)O[C@H]1C[C@@H]2CCN3C(=O)CCC[C@H]([C@H]1Cc1ccccc1)[C@H]23	7%	18%[76.3 µM]
61	COc1ccc(S(=O)(=O)N2CCN(C(=O)c3ccco3)CC2)cc1C(C)(C)C	9%	-1%[76.3 µM]
62	COc1ccccc1NC(=O)CCCCCN1C(=O)c2cccc([N+](=O)[O-])c2C1=O	0%	2%[76.3 µM]
63	COc1ccc(N(CC(=O)N2CCOCC2)S(C)(=O)=O)cc1	5%	-3%[76.3 µM]
64	O=C(O)c1cc(O)ccc1NC(=O)C1CCCO1 (stereo unspecified)	2%	-5%[76.3 µM]
65	COC(=O)CN(C)C(=O)c1ccc(OC2CCN(S(=O)(=O)N(C)C)CC2)cc1	1%	1%[76.3 µM]
66	Nc1ccc[n+](CC(=O)c2ccccc2)c1	4%[2.29 µM]	-11%[76.3 µM]
67	CCOC(=O)[C@@H]1[C@H]2COc3cc(OC)ccc3[C@@H]2N2C(=O)N(c3ccc(C)cc3)C(=O)[C@@]12C	-2%	18%[76.3 µM]
68	O=c1[nH]c(/C=C\c2cccc(Cl)c2)nc(O)c1[N+](=O)[O-]	-10%	1%[76.3 µM]
69	COC(=O)c1ccc2c(C)c(C(C)(C)O)[nH]c2c1	-1%	14%[76.3 µM]
70	O=C(O)c1ccc2c(c1)C(=O)N(c1ccc([N+](=O)[O-])cn1)C2=O	11%	12%[76.3 µM]

Three of the entries above in order of their number in L3MBTL1 block, descending:
item | Compound | L3MBTL1 block
70 | O=C(O)c1ccc2c(c1)C(=O)N(c1ccc([N+](=O)[O-])cn1)C2=O | 11%
61 | COc1ccc(S(=O)(=O)N2CCN(C(=O)c3ccco3)CC2)cc1C(C)(C)C | 9%
65 | COC(=O)CN(C)C(=O)c1ccc(OC2CCN(S(=O)(=O)N(C)C)CC2)cc1 | 1%

Following part
item	structure	L3MBTL1 block	GAA glycogen
71	O=C(CC12CC3CC(CC(C3)C1)C2)NCc1ccc(F)cc1	0%	5%[76.3 µM]
72	COc1cc(C(=O)N2CCN(Cc3ccc4c(c3)OCO4)CC2)c([N+](=O)[O-])cc1OC	3%	3%[76.3 µM]
73	COc1ccc(OC)c(/C=N/NC(=O)C(O)c2ccccc2)c1 (stereo unspecified)	12%	2%[76.3 µM]
74	CCOC(=O)c1c(-c2ccccc2)oc2ccc(O)cc12	2%[2.29 µM]	?
75	CCCNC(=S)NC1CC2CCCC(C1)N2Cc1ccc(F)cc1 (stereo unspecified)	-2%	7%[76.3 µM]
76	COc1ccccc1C(=O)Nc1cccc2c1CCCC2	3%	-4%[76.3 µM]
77	NC1=NC(=O)/C(=C\c2ccc(-c3ccc(Cl)cc3)o2)S1	-4%	19%[76.3 µM]
78	[N-]=[N+]=NC[C@H](Cc1ccccc1)N1CC[C@@H](NC(=O)OCc2ccccc2)CCC1=O	4%	19%[76.3 µM]
79	Cc1ccc(SCC(=O)NCc2ccccc2)cc1	7%	-2%[76.3 µM]
80	CCc1ccc(CNC(=O)C2CCCN(c3nn4c(=O)cc(C)nc4s3)C2)cc1 (stereo unspecified)	-2%	-11%[76.3 µM]
81	Cc1ccccc1N=Nc1c(N)n[nH]c1N	-11%	13%[76.3 µM]
82	O=C(CN1CCCC1)N1c2ccccc2Sc2ccc(Cl)cc21	-2%	0%[76.3 µM]
83	Cc1cc2c(Nc3ccc(O)cc3)ncnc2s1	-10%	?
84	CCOC(=O)N1CCN(C(=O)C(C)c2ccc([N+](=O)[O-])cc2)CC1 (stereo unspecified)	-4%	1%[76.3 µM]
85	O=C(Cc1ccccc1)NC(=S)Nc1ccc(OC(F)F)cc1	0%	-8%[76.3 µM]
86	CCOC(=O)c1sc(N/N=C/c2ccc(N(C)C)cc2)nc1C	-2%	-2%[76.3 µM]
87	Cc1ccc2c(c1)cc(C(=O)N1CCN(c3ccccn3)CC1)n2C	6%	2%[76.3 µM]
88	COc1ccc(/C=C/c2nc(C#N)c(NCCN(C)C)o2)cc1OC	1%	-24%[76.3 µM]
89	Cc1ccc(/C(O)=C2\C(=O)C(=O)N(C)C2c2cccc([N+](=O)[O-])c2)cc1 (stereo unspecified)	-5%	-3%[76.3 µM]
90	Cc1cc(C)c2sc(NC(=O)c3ccc([N+](=O)[O-])o3)nc2c1	13%	-29%[76.3 µM]
91	COc1nc(N(C)C)nc(N(C#N)S(=O)(=O)c2ccc(C)cc2)n1	1%	0%[76.3 µM]
92	CCOC(=O)c1ccc(S(=O)(=O)N2CCC(N3CCCCC3)CC2)cc1	-3%	-5%[76.3 µM]
93	COc1ccc(Cc2nc3ccc(C(=O)NCC(C)(C)OC)cc3o2)cc1	5%	1%[76.3 µM]

Whole records as entered above. Screens in order: L3MBTL1 block, GAA glycogen
Cc1ccc(/C(O)=C2\C(=O)C(=O)N(C)C2c2cccc([N+](=O)[O-])c2)cc1 (stereo unspecified) is listed with -5%, -3%[76.3 µM]
CCOC(=O)c1ccc(S(=O)(=O)N2CCC(N3CCCCC3)CC2)cc1 is listed with -3%, -5%[76.3 µM]
Cc1ccc2c(c1)cc(C(=O)N1CCN(c3ccccn3)CC1)n2C is listed with 6%, 2%[76.3 µM]

Not all compounds are listed; rates above refer to the full screens.
